Screens deposited in PubChem by National Center for Advancing Translational Sciences (NCATS).
Mito fusion act: blocks mitochondrial division or promotes mitochondrial fusion. S. cerevisiae fusion-defective mutant growth rescue, CellTiterGlo 48 h. Potency, µM (doses to about 46.1 µM), for the others: at the top dose growth rescue (activation), hits mostly activators. 320,000 compounds, 0.23% hits. AID 485298;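 further: potency means the concentration at half of the fitted maximal effect; % of control where 0% means no effect; nearly all actives have a fitted effect of over 45% in size; temperature-sensitive fusion mutants such as fzo1-1 at 37 °C on non-fermentable ethanol glycerol medium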
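Temperature-sensitive fusion-defective S. cerevisiae (e.g. fzo1-1, mgm1-5) were grown with compound in YPEG medium (3% ethanol, 3% glycerol) for 48 hours at 37C. Growth rescue was measured as viability by CellTiterGlo luminescence after 10 minutes at ambient.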
Tb PFK block: inhibitors of T. brucei phosphofructokinase; T. brucei PFK, ADP-Glo luminescence; 330,000 compounds, 0.17% hits; O15648; Potency, µM (top dose mostly 57.5 µM), for the others: at the highest dose activity, negative = inhibition, usual class: inhibitors;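 further: potency means the concentration at half of the fitted maximal effect; 0% = uninhibited 1x PFK enzyme wells and -100% = no-enzyme wells; nearly all actives have a fitted effect of over 60% in size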
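Luminescent ADP detection (ADP-Glo, two-step: ATP depletion then ADP-to-ATP conversion for luciferase) reported PFK activity after 45 min room-temperature reaction of 1.25 nM enzyme with 0.5 mM F6P and 0.1 mM ATP at pH 8.0.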
TSHR antag: human thyrotropin receptor antagonism. TSHR-expressing cells, TSH-stimulated cAMP HTRF, 2 h; hits give low values. activity change, negative = inhibition, % at 11.5 µM. 330,000 compounds, 0.2% hits;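 active means activity change below a set negative limit, meaning inhibition stronger than a set level, cut at about -70% in these data; inconclusive means activity change between two set negative limits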; further: on the % scale 0 is the no-effect control and ±100 the full control effect
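TSHR-expressing cells, 200/well, pre-treated with compound, then stimulated with EC80 TSH (4nM final) for 2 hours at 37 deg C. cAMP measured by competitive HTRF: anti-cAMP cryptate antibody in lysis buffer plus cAMP-d2, read after 30 minutes at room temperature.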
TCR act: activates T cell receptor signaling; Potency, µM (titrated, usually from 9.22 µM), without a hit: at the highest dose activation of IL-2 secretion, hits mostly activators; primary human leukocytes, anti-CD3, IL-2 HTRF, 48 h; 330,000 tested, under 10 active; further: % of control where 0% means no effect
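Primary human leukocytes were stimulated with a-CD3 beads plus compounds for 48 hr without co-stimulation; secreted IL-2 was quantified by HTRF using a-IL-2-K (europium cryptate) and a-IL-2-d2, excited at 320nm with acceptor emission read at 665nm.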
A-T KAP1 phos: potential ataxia-telangiectasia treatments restoring KAP-1 phosphorylation; […] A-T fibroblasts, KAP-1 phosphorylation AlphaLISA; neocarzinostatin DNA damage 30 min before lysis; Potency, µM (series often up to 57.5 µM), inactives show at the top dose activation, hits mostly activators; AID 485349; 320,000 compounds, 0.19% hits; further: potency means the concentration at half of the fitted maximal effect; % of control where 0% means no effect; nearly all actives have a fitted effect of over 45% in size
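hTERT-immortalized A-T patient fibroblasts ([…]), 500 cells/well in OPTI-MEM, 1% FBS, got compounds for 60 min, then NCS for 30 min at 37C. Lysates were then assayed for phospho-KAP-1 by AlphaLISA (anti-pKAP1 donor, anti-KAP1 acceptor beads), 6 hr at 25C.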
ELG1 repair inh: blocks ELG1-dependent DNA repair in HEK293T cells; HEK293T ELG1-luciferase reporter, luminescence, 16 h; DNA damage induced by 5-fluorouridine; 330,000 compounds, 2.3% hits; Potency, µM (top dose mostly 46.1 µM), inactives show top-dose activity change, negative = inhibition, usual class: inhibitors; AID 504467; further: potency means the concentration at half of the fitted maximal effect; on the % scale 0 is the no-effect control and ±100 the full control effect; nearly all actives have a fitted effect of over 55% in size
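Cells (2,000 per well) received 5-fluorouridine plus test compound or DMSO and were incubated 16 hr at 37 °C, 5% CO2. Luciferase activity was read by luminescence 30 min after ONE-Glo addition; signal suppression marked inhibition of damage-induced ELG1 function.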
Eya2 phos inh: Eya2 (human) phosphatase inhibition | O00167 | 330,000 compounds, 0.006% hits | recombinant Eya2, OMFP fluorescence dephosphorylation (OMFP is methylfluorescein phosphate) | Potency, µM (highest dose often 76.9 µM), inactives show at the top dose activity, negative = inhibition, usual class: inhibitors | AID 488837; further: potency means the concentration at half of the fitted maximal effect; on the % scale 0 is the no-effect control and ±100 the full control effect
Target sequence (O00167 whole entry, looked up): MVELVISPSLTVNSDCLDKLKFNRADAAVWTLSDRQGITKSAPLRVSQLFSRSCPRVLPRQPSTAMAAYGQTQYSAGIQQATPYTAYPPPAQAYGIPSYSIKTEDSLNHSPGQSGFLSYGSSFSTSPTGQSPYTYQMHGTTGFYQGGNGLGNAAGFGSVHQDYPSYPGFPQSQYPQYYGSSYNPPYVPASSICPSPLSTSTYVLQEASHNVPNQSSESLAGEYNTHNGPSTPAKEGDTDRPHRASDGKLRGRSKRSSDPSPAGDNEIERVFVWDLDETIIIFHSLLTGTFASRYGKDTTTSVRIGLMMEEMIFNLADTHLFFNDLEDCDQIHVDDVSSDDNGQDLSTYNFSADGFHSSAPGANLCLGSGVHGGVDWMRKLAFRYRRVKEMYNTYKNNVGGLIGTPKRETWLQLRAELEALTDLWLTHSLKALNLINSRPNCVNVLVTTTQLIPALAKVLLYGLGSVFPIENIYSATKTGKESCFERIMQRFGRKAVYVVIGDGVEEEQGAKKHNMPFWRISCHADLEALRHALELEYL
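Eya2 (0.2 uM) preincubated 10 min at ambient with compound, then OMFP substrate added at 50 uM; 10 min reaction in 50 mM HEPES pH 7.5, 50 mM NaCl, 5 uM MgCl2, 0.05% BSA, 1 mM DTT. Fluorescence read at Ex 485/Em 525 nm.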
Chronic BCR inh: inhibitors of chronic active B-cell receptor signaling; ABC-DLBCL IkBa-CBG/CBR reporter, luminescence ratio, 4 h; Potency, µM (highest dose often 46.1 µM), inactives show top-dose ratio change, negative = lower green/red ratio, actives largely listed as inhibitors; 340,000 compounds, 0.05% hits; active means well fitted inhibition curve with a large enough effect in the signal ratio, with a control signal flat, not every such curve was filed as active; inconclusive means small, poorly fitted or top-dose-only effect, or effect the other way, or a change in a side signal; the % refers to the signal ratio;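 further: potency means the concentration at half of the fitted maximal effect; plate controls were basal doxycycline-induced cells for no effect and cells given 10 µM MG132 for full effect; MG132 reads +100%, hits lower the ratio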
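TMD8 ABC-DLBCL cells carrying doxycycline-inducible green luciferase fused to IkappaBalpha plus unfused red luciferase were exposed to compounds (up to 46 uM) for 4 hrs at 37C. Activity came from the overlap-corrected green/red luminescence ratio.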
Integrin act MD: activates integrin-mediated alleviation for muscular dystrophy. alpha7betagal myoblasts, beta-gal FDG fluorescence, 48 h. Potency, µM (doses to about 38.3 µM), for inactives: at the top dose activation, actives largely listed as activators. 350,000 compounds, 0.064% hits. AID 624291;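 further: potency means the concentration at half of the fitted maximal effect; 100% = response of the positive control SU9516; nearly all actives have a fitted effect of over 60% in size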
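alpha7betagal+/- myoblasts (passage 13, 250/well) treated 48 h at 37C with compounds at 1:260 dilution of DMSO stock. Lysed, then beta-galactosidase activity read as FDG fluorescence (ex 480/em 540) after 30 min, with pre-read for autofluorescence.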
ASM inhibitor: inhibitors of human secretory acid sphingomyelinase; P17405; placental ASM, HMU-PC fluorogenic substrate, 60 min; Potency, µM (series often up to 57.5 µM), without a hit: at the top dose activity change, negative = inhibition, actives largely listed as inhibitors; 340,000 compounds, 0.006% hits; further: potency means the concentration at half of the fitted maximal effect
Target sequence (P17405 47-631 limits assumed): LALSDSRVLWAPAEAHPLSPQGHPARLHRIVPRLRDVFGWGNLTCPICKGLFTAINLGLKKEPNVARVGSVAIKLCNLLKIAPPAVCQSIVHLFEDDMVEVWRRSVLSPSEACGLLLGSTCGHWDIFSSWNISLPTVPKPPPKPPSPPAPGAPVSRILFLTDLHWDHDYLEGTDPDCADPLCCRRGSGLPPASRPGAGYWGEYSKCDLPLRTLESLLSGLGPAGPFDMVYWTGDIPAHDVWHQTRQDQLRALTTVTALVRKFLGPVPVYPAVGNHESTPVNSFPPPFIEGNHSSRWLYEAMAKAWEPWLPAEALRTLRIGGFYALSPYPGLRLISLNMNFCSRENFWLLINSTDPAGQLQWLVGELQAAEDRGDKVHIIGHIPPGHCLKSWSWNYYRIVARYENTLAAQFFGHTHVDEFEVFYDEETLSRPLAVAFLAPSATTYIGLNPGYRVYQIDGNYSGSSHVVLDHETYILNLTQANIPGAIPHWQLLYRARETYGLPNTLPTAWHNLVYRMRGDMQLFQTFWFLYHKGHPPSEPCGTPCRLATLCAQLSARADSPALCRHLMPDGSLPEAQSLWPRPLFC
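Fluorescence read-out (Ex 386 nm, Em 447 nm) after stopping the reaction at pH 10. Enzyme: ASM from human placenta; substrate HMU-PC0, 9 uM final; 60 min, 37 °C. Compound preincubation 10 min, ambient temperature.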
TSG101-PTAP inh: blocks PTAP/TSG101 interaction to inhibit HIV-1 budding; Fluorescence polarization, FITC-PTAP peptide / Tsg101 binding; 340,000 tested, under 10 active; Potency, µM (doses to about 115 µM), inactives show at the highest dose activity change, negative = inhibition, most hits filed as inhibitors; active means well fitted inhibition curve with a large enough effect in the main read-out, with a control signal flat, not every such curve was filed as active; inconclusive means small, poorly fitted or top-dose-only effect, or effect the other way, or a change in a side signal; inactive means no such curve, though single readings can be large or run the other way; further: potency means the concentration at half of the fitted maximal effect; % of control where 0% means no effect
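Fluorescence anisotropy tracks displacement of a FITC-tagged PTAP peptide (50 nM) from the Tsg101 binding domain (10 uM), following a 20 min room-temperature incubation at pH 7.5.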
* = called active by the depositor; ? = inconclusive; · = not tested or not shown; [ ] = remark or other dose. Unless noted, the call rests on the fitted dose curve; in most records, active means well fitted curve in the direction sought with a large enough effect; inconclusive means small, poorly fitted or top-dose-only effect, or another doubt; inactive means no such curve, though single readings can be large; an effect the other way counts as inactive or inconclusive.

SMILES | Mito fusion act | Tb PFK block | TSHR antag | TCR act | A-T KAP1 phos | ELG1 repair inh | Eya2 phos inh | Chronic BCR inh | Integrin act MD | ASM inhibitor | TSG101-PTAP inh
Cc1cccc(NC(=O)CN2C(=O)N/C(=C\c3ccc(-c4cccc(C(=O)O)c4)o3)C2=O)c1 | -3% | 11% | 4 | -6% | -2% | 7% | -6% | 0% | -28% | 336%[activator] | -3%
COc1ccc(CNC(=O)CN(C)S(=O)(=O)c2ccc3c(c2)c(=O)n(C)c(=O)n3C)cc1 | 11% | 2% | -10 | 14% | 6% | 4% | 3% | ? | 0% | 3% | 2%
CC(NC(=O)c1ccc(Cl)cc1)C(=O)NC1=NCCS1 (stereo not drawn) | 3% | 4% | 23 | -3% | -3% | 1% | 2% | 8% | 7% | 4% | -11%
O=C(O)c1cnn(-c2nc(-c3ccc(Cl)cc3)cs2)c1C(F)(F)F | -1% | 0% | -12 | -16% | -11% | ? | -8% | ? | -23% | 13% | -13%
Cc1ccc(C(=O)Nc2cccc(S(=O)(=O)N3CCOCC3)c2)cc1[N+](=O)[O-] | 0% | 1% | -3 | 4% | 0% | ? | -8% | 5% | -16% | -4% | -2%
O=C(CCl)Nc1ccccc1C(=O)Nc1ccc2c(c1)OCO2 | -22% | 5% | 18 | 2% | -7% | ? | 23% | ? | -53%[inhibitor] | -4% | 0%
CCc1nn(C(C)C(=O)NCc2cccc(OC)c2)c(=O)c2cc3occc3n12 (stereo not drawn) | 5% | 1% | 58 | -5% | -4% | 1% | -5% | 2% | -15% | 0% | 0%
COc1ccc(NC(=O)c2nnn(Cc3ccc(SC)cc3)c2N)c(OC)c1 | 0% | ? | -4 | -10% | -4% | 17% | 10% | ? | 0% | 0% | -3%
Cc1cccc(-c2cc(N)n(-c3ccccc3)n2)c1 | 4% | 0% | 6 | -3% | -1% | ? | 4% | ? | 18% | 0% | -3%
CCOC(=O)N1CCN(Cc2ccc(OCC(O)CN3CCCCC3)cc2)CC1 (stereo not drawn) | -1% | 1% | 6 | 10% | 2% | ? | 11% | 2% | -43%[inhibitor] | 4% | -4%
COc1cccc(/C=C/C(=O)NNC(=O)CCN2CCN(Cc3ccccc3)CC2)c1 | -3% | 5% | 18 | 6% | 36% | 4% | 9% | 10% | -22% | -4% | -4%
Cc1ccccc1S(=O)(=O)c1c(C)cc(C)n(C(C)C)c1=O | 0% | -7% | -36 | 10% | 6% | -2% | 12% | ? | -10% | -7% | -7%
CC(C)(C)c1ccc(/C=C/C(=O)N2CCCCC2)cc1 | 6% | 0% | ? | 1% | 0% | ? | -9% | ? | 6% | 1% | -10%
CCCCc1nnc(NC(=O)CS(=O)(=O)Cc2ccccc2)s1 | 0% | 4% | 0 | · | 3% | -2% | 19% | ? | 8% | -1% | ·
Cc1c(C(=O)Nc2ccccn2)oc2ccccc12 | 12% | -7% | 3 | -3% | 11% | ? | -6% | ? | 16%[7.66 µM] | 0% | -6%
OCc1nc2ccccc2n1CCc1ccccc1 | -4% | -6% | 15 | -5% | -2% | 6% | 0% | 7% | 30% | 0% | -9%
CC1(C)CC(=O)C(C(=S)Nc2ccccc2)=C(NCCN2CCOCC2)C1 | -2% | 1% | -5 | 3% | -1% | 16% | -5% | -2% | -1% | 3% | -4%
Cc1ccc(CNC(=O)COC(=O)[C@@H]2CC(O)CN2S(=O)(=O)c2ccc3c(c2)OCCO3)cc1 (stereo partly drawn) | -3% | -4% | 1 | -2%[46.1 µM] | 8% | 1% | -10% | ? | 24% | 3% | 1%
COc1ccc(OC)c(-c2nn(-c3ccccc3)cc2C(=O)NCC(c2ccco2)N2CCCC2)c1 (stereo not drawn) | 6% | 4% | -9 | · | 6% | ? | -30% | ? | -7% | -1% | -5%
O=C(CSc1nc2ccccc2c(=O)n1-c1ccccc1)N1CCC1 | -2% | -1% | -2 | 1% | -3% | 11% | -16% | -3% | -19% | 4% | -2%
COc1cccc(O)c1CN1CCC(C(=O)Nc2ccc(-c3cccc(C)c3)cc2)CC1 | -27% | -5% | -5 | 1% | 5% | ? | 4% | -8% | -63%[inhibitor] | ? | 0%
CN(c1ccc(F)cc1)S(=O)(=O)c1ccc(Cl)c(C(=O)OCC(=O)NC2CC2)c1 | · | 8% | -3 | 0% | 5% | 7% | -3% | 2% | 17% | -1% | -8%
Cc1cc(N2C(=O)C(O)=C(C(=O)c3cccs3)C2c2cccc(Br)c2)no1 (stereo not drawn) | -1% | -2% | 3 | 11% | -1% | -10% | 0% | 10% | 4% | 9% | -5%
Cn1c(CC(=O)Nc2ccc(Cl)cc2)nnc1SCC(=O)N1CCOCC1 | -12% | 2% | 3 | 1% | 5% | 8% | -1% | 2% | 9% | -3% | -4%
Cc1cc(=O)[nH]c(N/N=C/c2ccc(Cl)cc2Cl)n1 | -7% | 1% | 0 | 1% | -9% | ? | 4% | 2% | 2% | -1% | 2%
CCOc1ccccc1N1CCN(C(=O)c2cc[n+]([O-])cc2)CC1 | -1% | -4% | 4 | 2% | 0% | -7% | 11% | -4% | 16% | 1% | -2%
COC(=O)c1[nH]c2cccc(OC)c2c1NC(=O)CCN1CCC(C)CC1 | 2% | 1% | -16 | -94% | -5% | -8% | 12% | -1% | 19% | 7% | -1%
Cc1c(C)c2ccc(OC(C)C(=O)NCCCN3CCOCC3)c(C)c2oc1=O (stereo not drawn) | 0% | 0% | 3 | -4% | 2% | 0% | 6% | 0% | ? | -1% | -3%
Cc1ccc(NCc2ccc(C)s2)cc1 | 2% | -14% | -7 | · | 3% | 21% | 6% | ? | · | · | ·
N#Cc1ccccc1NC(=O)CNc1ccccc1N1CCCCC1 | 17% | -2% | -14 | -2% | · | ? | 0% | ? | -10% | -1% | 0%
COc1ccccc1NS(=O)(=O)c1ccc2oc(SCC(=O)N3CCNC3=O)nc2c1 | -1% | -2% | -10 | 2% | 2% | ? | 4% | -1% | -20% | -3% | -2%
CCCCCOC(=O)C1C2C=CC3(CN(c4ccccc4C)C(=O)C13)O2 (stereo not drawn) | -3% | -3% | 7 | -4% | -1% | 5% | 19% | -2% | 0% | -1% | -5%
CCC(=O)Nc1ccc2c(c1)ncn2CCc1ccccc1 | 3% | -3% | -2 | -4% | 10% | ? | 0% | 4% | ? | -1% | -6%
Cc1ccccc1S(=O)(=O)Nc1ncc(C(F)(F)F)cc1Cl | ? | -7% | -1 | 2% | 0% | ? | 2% | 14% | 15% | 3% | 1%
CCOc1ccc(NC(=O)c2ccc(F)c(S(=O)(=O)N3CCN(c4ccccn4)CC3)c2)cc1 | -1% | 13% | -24 | · | 1% | 9.2µM* | -22% | 0% | -25% | 0% | ·
CC1(NC(=S)Nc2ccc3ccccc3c2)CCS(=O)(=O)C1 (stereo not drawn) | -7% | 0% | -5 | 4% | -9% | -9% | 11% | -6% | 2% | -2% | -1%
COCCN(C(=O)CSc1nnc(C)n1-c1ccccc1)c1c(N)n(Cc2ccccc2)c(=O)[nH]c1=O | -6% | 9% | 21 | -2%[46.1 µM] | 4% | ? | 2% | 1% | -8% | 5% | -2%
O=c1c2cc(NC(=S)NCCN3CCCCCC3)ccc2nc2n1CCCCC2 | 10% | -2% | 2 | 2% | -5% | -13% | 15% | 2% | 21% | -1% | -1%
C=CCOc1ccc(CNC(C)(C)C)cc1OC | -1% | 15% | 20 | 0% | 0% | 0% | 5% | ? | 28% | 4% | -4%
O=[N+]([O-])c1ccc(NCCCO)c(S(=O)(=O)N2CCOCC2)c1 | -4% | -3% | 17 | · | 1% | -5% | -14% | -4% | 8% | -4% | -2%
O=C1N(c2ccccc2C(F)(F)F)O[C@]1(c1ccccc1)C1CCCCC1 | -38%[inhibitor] | 0% | 25 | -2% | -13% | ? | 7% | -7% | -13% | -11% | -5%
CCC(c1nnnn1CCc1ccccc1)N1CCN(C(=O)c2ccco2)CC1 (stereo not drawn) | -2% | -6% | -4 | -28% | -1% | 2% | 17% | ? | -19% | 3% | -5%
